# Screening data from PubChem BioAssay.
# MRP resist rev = compounds reversing MRP-mediated drug resistance; H69AR cells + 2 uM doxorubicin, CellTiter-Glo, 72 h; differential viability (reversal), % at 10 µM; hit rate 0.04% among 85,000; AID 602;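 active means viability drop by adding the cancer drug above about 55%, with treated viability meeting a 40% cutoff, limit read from the data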;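 further: viability without doxorubicin minus viability with 2 µM doxorubicin for each compound; larger differential means the compound sensitizes cells more to doxorubicin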
# PLAP inhibitors HTS = inhibition of human placental alkaline phosphatase – biochemical, luminescence, HTS (AID 690); purified PLAP, luminescent substrate; higher % means a stronger effect; one-dose inhibition, % at 20 µM; IC50 in µM for titrated hits; hit rate 0.08% among 96,000; in the data active means a potency from the dose series; inactive means the rest, 99 in 100 with inhibition below about 30%; further: strong numbers were not always called active
# IL1B NFkB pot = enhances IL-1B driven NFkB nuclear translocation | HUVEC IL-1B NFkB p65 nuclear translocation imaging | activation, % at 2 µM | hit rate 0.3% among 94,000 | AID 819;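 active means activation above 40%, about the mean plus 3 SD, also judged a hit on visual image review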;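 further: percent activation is computed from the nuclear over cytoplasmic p65 intensity ratio; values of inactives mirror those of a sister screen read the other way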
# Bcl-B displacement = displacers of TR3 peptide from Bcl-B, primary screen, selectivity assay for Bfl-1 inhibitor project, biochemical, fluorescence polarization; FP displacement of FITC-TR3 peptide from Bcl-B; higher % means a stronger effect; one-dose displacement, % at 20 µM; IC50 in µM for titrated hits; hit rate 0.11% among 96,000; AID 748;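 active means displacement above 50% at 20 µM plus a fluorescence interference ratio under 1.5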;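 further: plate controls were wells without compound for no effect and wells lacking Bcl-B protein for full effect; a part of the inactive calls stands beside numbers as strong as those of hits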
# IL1B NFkB inh = blocks IL-1B driven NFkB nuclear translocation in HUVEC cells | HUVEC IL-1B NFkB p65 nuclear translocation imaging | inhibition, % at 2 µM | hit rate 0.43% among 94,000 | AID 796;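 active means inhibition above about 30% together with a positive call from visual inspection of the well image, limit read from the data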;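 further: nuclear over cytoplasmic p65 intensity ratio measured by imaging; 0% = IL-1B stimulated DMSO wells and 100% = unstimulated DMSO wells; values of inactives mirror those of a sister screen read the other way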
# MRP resist rev cytotoxicity = further read-out of MRP resist rev, marked with its call; viability, %; H69AR cells, CellTiter-Glo, 72 h; measured here: cytotoxicity without doxorubicin
# MRP resist rev with doxorubicin = also measured in MRP resist rev; calls as there; viability, %; measured here: viability with 2 uM doxorubicin; stronger effect = lower value
# IL1B NFkB inh cell count 2 µM = also measured in IL1B NFkB inh; calls as there; cell count; measured here: cells passing quality filter;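 raw number of nuclei counted in each imaged well without normalization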
# IL1B NFkB pot cell count 2 µM = also measured in IL1B NFkB pot; calls as there; cell count; measured here: cells passing quality filter
# * = called active by the depositor; . = no result given.
SMILES,MRP resist rev,MRP resist rev cytotoxicity,MRP resist rev with doxorubicin,PLAP inhibitors HTS,IL1B NFkB pot,IL1B NFkB pot cell count 2 µM,Bcl-B displacement,IL1B NFkB inh,IL1B NFkB inh cell count 2 µM
COC(=O)CNC(=O)c1ccc(=O)oc1,-4,85,88,-45%,-18,67,-2%,18,67
Cn1nc(C(C)(C)C)cc1C(=O)NCc1ccc(N2CCCC2=O)cc1,-8,87,95,-8%,.,.,2%,.,.
COc1ccccc1OCCSc1nnnn1C1CCCCC1,30,88,58,.,-10,78,.,10,78
CC1Cc2ccccc2N1C(=O)C1CCCN1S(=O)(=O)c1ccc(Cl)cc1 (centres undefined),-4,89,93,0%,.,.,3%,.,.
COc1ccc(/C=N/n2c(-c3cccs3)n[nH]c2=S)cc1,.,.,.,14%,6,175,-9%,-6,175
CSCCC(NS(=O)(=O)/C=C/c1ccccc1)C(=O)N1CCC(C)CC1 (centres undefined),9,88,79,.,-5,107,-3%,5,107
CCOC(=O)N1CCN(C(=O)c2n[nH]c(=O)c3ccccc23)CC1,25,112,87,5%,15,141,-4%,-15,141
CC(=O)NC1CC(C)(C)N(OC(C)=O)C(C)(C)C1,-1,90,92,12%,-6,110,4%,6,110
CC1CCN(S(=O)(=O)c2cccc(-c3csc(-c4cccnc4)n3)c2)CC1,2,84,82,-31%,3,194,-19%,-3,194
O=C(CSc1nc2c(c(=O)n1-c1ccccc1)SCC2)N1CCN(c2ccccc2)CC1,41,80,39,-33%,.,.,0%,.,.
COc1ccc(Cl)cc1NC(=O)NC1CCCCC1,3,80,77,18%,14,183,9%,-14,183
CCOC(=O)c1[nH]cnc1C(=O)Nc1cccc(N)n1,-6,82,88,-89%,.,.,-2%,.,.
CC(C)NC(=O)COC(=O)c1ccc(Oc2ccccc2)cc1,.,.,.,-2%,10,161,-1%,-10,161
CCOc1ccc(CCNC(=O)Cc2nn[nH]n2)cc1OCC,-10,92,103,0%,.,.,-6%,.,.
Cn1c2c(c3ccccc31)CCSC2=O,-1,96,97,0%,14,102,25%,-14,102
O=C(CN1C(=O)c2ccccc2C1=O)N1CCCCC1,8,105,97,2%,4,167,-1%,-4,167
CCOC(=O)c1c(CC(C)C)csc1NC(=O)C(C)C,19,99,80,9%,-5,166,-8%,5,166
O=c1c2c3nc4ccccc4nc3n(Cc3ccccc3)c2ncn1Cc1ccco1,-2,63,65,-7%,-3,190,-14%,2,190
CCOC(=O)N1CCN(S(=O)(=O)c2ccc3c(c2)CCN3C(=O)CC)CC1,0,85,86,-35%,4,47,-6%,-4,47
COc1c(OC(C)=O)ccc(/C=C/c2ccc3ccccc3n2)c1[N+](=O)[O-],.,.,.,-25%,-4,122,2%,4,122
CCOC(=O)c1sc(NC(=O)CSc2nnc(C(C)C)n2CC)nc1C,14,83,69,-30%,28,99,-3%,-28,99
CCCNC(=O)C1CC(=O)N(c2ccc(OCC(=O)Nc3cccc(C)c3C)cc2)C1 (centres undefined),.,.,.,-14%,32,52,-4%,-32,52
CCOC(=O)Cn1c(C)cc(=O)c2cccc(C)c21,2,105,103,4%,-1,109,-4%,1,109
CC1CCCN(CC(O)COCC2COc3ccccc3O2)C1 (centres undefined),.,.,.,6%,-1,168,-1%,1,168
CCOC(=O)CN1C(=O)C(O)=C(C(C)=O)C1c1ccc(F)cc1 (centres undefined),.,.,.,-15%,-14,177,2%,14,177
O=C(O)Cn1ccnc1,3,94,91,12%,6,66,-4%,-6,66
N#Cc1cc(-c2ccccc2)nn1-c1ccccc1,1,75,75,18%,-1,121,3%,1,121
O=S(=O)(/N=C(/c1ccc(Cl)cc1)N1CCOCC1)c1ccc(Cl)cc1,.,.,.,6%,5,157,5%,-5,157
N#Cc1c(-c2ccco2)nc(SCC(=O)Nc2cccc(Cl)c2)[nH]c1=O,8,108,99,-33%,1,204,-2%,-1,204
O=C(CCc1nc2cccnc2n1Cc1ccccc1)NCCc1ccc(Cl)cc1,-6,83,89,-37%,-1,166,-7%,1,166

# Single records (already shown):
# CCOC(=O)CN1C(=O)C(O)=C(C(C)=O)C1c1ccc(F)cc1 (centres undefined) across the screens: MRP resist rev: .; MRP resist rev cytotoxicity: .; MRP resist rev with doxorubicin: .; PLAP inhibitors HTS: -15%; IL1B NFkB pot: -14; IL1B NFkB pot cell count 2 µM: 177; Bcl-B displacement: 2%; IL1B NFkB inh: 14; IL1B NFkB inh cell count 2 µM: 177
# O=c1c2c3nc4ccccc4nc3n(Cc3ccccc3)c2ncn1Cc1ccco1 across the screens: MRP resist rev: -2; MRP resist rev cytotoxicity: 63; MRP resist rev with doxorubicin: 65; PLAP inhibitors HTS: -7%; IL1B NFkB pot: -3; IL1B NFkB pot cell count 2 µM: 190; Bcl-B displacement: -14%; IL1B NFkB inh: 2; IL1B NFkB inh cell count 2 µM: 190

# Further compounds
SMILES,MRP resist rev,MRP resist rev cytotoxicity,MRP resist rev with doxorubicin,PLAP inhibitors HTS,IL1B NFkB pot,IL1B NFkB pot cell count 2 µM,Bcl-B displacement,IL1B NFkB inh,IL1B NFkB inh cell count 2 µM
CCc1nc(N2CCOCC2)c(C#N)c2c1CCCC2,-6,88,93,-6%,3,68,-2%,-3,68
CC1=CC=CC2=NC(=O)CC(C)(C(=O)N(CC(=O)NC(C)C)C3CCCC3)N12 (centres undefined),9,96,87,7%,-2,101,-4%,2,101
O=C(Nc1ccc(N2CCN(C(=O)c3ccc(Cl)cc3)CC2)cc1)c1cc2ccccc2o1,-4,61,65,8%,-3,89,1%,-27,152
O=[N+]([O-])c1ccc(/C=N/Nc2cc(Cl)nc(-c3ccccc3)n2)cc1,.,.,.,-5%,12,138,-2%,-12,138
O=C1c2ccccc2C(=O)c2c1cccc2N1CCOCC1,.,.,.,21%,12,153,3%,-12,153
O=C(NC1CCN(C(=O)NC2CCCCC2)CC1)c1ccco1,5,93,88,7%,12,179,-2%,-12,179
c1ccc(-c2nc3ccccc3c3nncn23)cc1,3,87,84,31%,1,164,-5%,-1,164
CCOc1cccc(C2C(C#N)=C(N)Oc3cc(C)n(Cc4ccccn4)c(=O)c32)c1OCC (centres undefined),0,95,94,5%,-16,172,12%,16,172
CCOc1ccc2nc(SCC(=O)NCc3ccco3)sc2c1,-1,82,83,10%,-6,93,1%,6,93
CC(C)(C)NC(=O)CSC(=Nc1cccc(F)c1)NC#N,-8,96,104,-5%,2,110,-8%,-2,110
CCCCN(CCCC)C(=O)CSc1nnc2n(C)c(=O)c3c4c(sc3n12)CCCC4,.,.,.,.,22,147,.,-22,147
O=C1c2ccccc2C(=O)c2c1ccc(C(=O)N1CCCCC1)c2NCCO,-5,60,65,16%,-7,182,29%,8,182
COc1ccc(-c2cc(C(F)(F)F)nc(N3CCN(C)CC3)n2)cc1OC,0,70,70,-32%,1,173,-5%,-1,173
CCCCCOc1ccccc1C(=O)NCC(=O)O,7,83,76,-5%,.,.,3%,.,.
C=CCc1ccc(OCCOCCOc2cccc3ccc(C)nc23)c(OC)c1,.,.,.,-49%,-10,105,-6%,10,105
COc1ccc(OCCN(C)Cc2ccccc2)cc1,10,84,74,-23%,7,131,2%,-7,131
O=C(O)CCN1C(=O)c2ccncc2C1=O,-7,99,106,-4%,2,115,9%,-2,115
COc1ccc(NC(=O)C2C(=O)N(CCO)C3(C)CC2c2ccccc2O3)cc1 (centres undefined),.,.,.,-17%,-2,97,-7%,2,97
Cc1c(C(C)(C)C)c(C=S)n2ccccc12,.,.,.,42%,10,205,19%,-10,205
Cc1ccc(NS(=O)(=O)c2ccc(NC(=O)[C@@H]3CCCC[C@@H]3C(=O)O)cc2)c(C)c1,.,.,.,-11%,-1,151,-4%,1,151
CCOC(=O)CSc1nc(C2CC2)nc2ccccc12,6,97,91,-13%,-19,132,0%,19,132
CS(=O)(=O)N(CC(=O)N1CCN(c2ccccc2)CC1)c1ccc(Cl)c(C(F)(F)F)c1,6,109,103,-94%,13,107,-6%,-13,107
C=CCn1c(-c2ccc(OC)c(OC)c2)n[nH]c1=S,1,90,89,.,13,152,-12%,-13,152
Cc1ccc(C)c(C(=O)O/N=C(\N)c2ccc(Br)cc2)c1,-15,92,107,17%,-2,140,-1%,2,140
N#Cc1c(N)c(C(=O)c2ccc(Cl)cc2)n2c1CCC2,-2,83,85,0%,19,105,2%,-19,105
CCc1ccc(-c2nnn(Cc3nn[nH]n3)n2)cc1,3,98,95,-11%,.,.,14%,.,.
O=C(Nc1ccc(N2CCOCC2)c(Cl)c1)c1cccnc1,.,.,.,21%,9,167,1%,-9,167
COc1ccc(OC)c(CNC(=O)Cc2c(C(=O)O)[nH]c3ccccc23)c1,-7,90,97,-19%,22,84,-21%,-22,84
Cc1cc2nc3c(c(=O)n2[nH]1)CCCC3,10,95,85,9%,8,177,-5%,-8,177
CCn1c(=N)n(CC(O)COc2cccc(C)c2)c2ccccc21 (centres undefined),9,76,68,3%,5,130,0%,-5,130

# An excerpt from above, reduced to IL1B NFkB inh and MRP resist rev with doxorubicin.
SMILES,IL1B NFkB inh,MRP resist rev with doxorubicin
CCc1ccc(-c2nnn(Cc3nn[nH]n3)n2)cc1,.,95
O=C(O)CCN1C(=O)c2ccncc2C1=O,-2,106
COc1ccc(OC)c(CNC(=O)Cc2c(C(=O)O)[nH]c3ccccc23)c1,-22,97
Cc1cc2nc3c(c(=O)n2[nH]1)CCCC3,-8,85
CS(=O)(=O)N(CC(=O)N1CCN(c2ccccc2)CC1)c1ccc(Cl)c(C(F)(F)F)c1,-13,103
COc1ccc(NC(=O)C2C(=O)N(CCO)C3(C)CC2c2ccccc2O3)cc1 (centres undefined),2,.
CCn1c(=N)n(CC(O)COc2cccc(C)c2)c2ccccc21 (centres undefined),-5,68

# The listing continues.
SMILES,MRP resist rev,MRP resist rev cytotoxicity,MRP resist rev with doxorubicin,PLAP inhibitors HTS,IL1B NFkB pot,IL1B NFkB pot cell count 2 µM,Bcl-B displacement,IL1B NFkB inh,IL1B NFkB inh cell count 2 µM
Cc1cc2cc(C)c3nnc(SCC(=O)N4CCc5ccccc54)n3c2cc1C,.,.,.,-6%,-8,146,-48%,8,146
CN(C)Cc1cc(C(C)(C)C)c(O)c(C(C)(C)C)c1,-2,93,95,17%,.,.,2%,.,.
O=C(Nc1cccnc1)c1cc(-c2ccccc2)on1,1,103,102,.,1,116,.,-1,116
COc1ccc(-n2ncc3c(N4CCCc5ccccc54)ncnc32)cc1,10,100,91,-33%,-2,41,1%,2,41
Cn1c(=O)c2c(nc(SCC(=O)NCc3ccc4c(c3)OCO4)n2Cc2ccc(F)cc2)n(C)c1=O,-19,65,84,.,-6,101,.,6,101
CCOc1cccc2c1OC1(C)CC2NC(=O)N1c1cccc(Cl)c1 (centres undefined),16,109,93,10%,4,137,2%,-4,137
CCc1ccc(NC(=O)CC2NCCNC2=O)cc1 (centres undefined),-15,73,88,15%,-3,99,-8%,3,99
O=c1c2ccccc2nnn1CSc1nnc(-c2cccc(S(=O)(=O)N3CCCCC3)c2)o1,-7,53,60,-32%,8,74,0%,-8,74
N#Cc1c(N2CCCCC2)nc(N2CCCCC2)c2c1CCN(Cc1ccccc1)C2,.,.,.,-28%,-6,106,-78%,6,106
Cc1cc(C)n(-c2ccc(Cl)c(C(=O)O)n2)n1,-17,90,107,-3%,7,127,-4%,-7,127
CCN(CC)c1nc(N)nc(N(c2ccccc2)c2ccccc2)n1,-1,73,74,-2%,-10,158,-6%,10,158
CN(C)S(=O)(=O)c1ccc(N2CCCC2)c(C(=O)NCc2cccc(C(F)(F)F)c2)c1,.,.,.,0%,8,166,-4%,-8,166
CC1CCC(NC(=O)c2cc3c(s2)CS(=O)(=O)C3)CC1 (centres undefined),-6,76,82,-9%,.,.,-14%,.,.

# These rows are one share of the data. The share of hits here may be higher or lower than overall.
